# ROMK mod = human ROMK K+ channel modulation, primary screen | 130,000 tested, 2% active | B-score at 10 µM | P48048 | Tet-inducible ROMK, thallium flux fluorescence; actives lie on both sides;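 active = signal ratio slope over the read window, or its plate-corrected B-score, at least 3 SD from the plate mean, either direction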;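 note: B-score of the F/F0 ratio slope over 7 to 12 s after thallium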
# Target sequence (P48048 whole entry, looked up): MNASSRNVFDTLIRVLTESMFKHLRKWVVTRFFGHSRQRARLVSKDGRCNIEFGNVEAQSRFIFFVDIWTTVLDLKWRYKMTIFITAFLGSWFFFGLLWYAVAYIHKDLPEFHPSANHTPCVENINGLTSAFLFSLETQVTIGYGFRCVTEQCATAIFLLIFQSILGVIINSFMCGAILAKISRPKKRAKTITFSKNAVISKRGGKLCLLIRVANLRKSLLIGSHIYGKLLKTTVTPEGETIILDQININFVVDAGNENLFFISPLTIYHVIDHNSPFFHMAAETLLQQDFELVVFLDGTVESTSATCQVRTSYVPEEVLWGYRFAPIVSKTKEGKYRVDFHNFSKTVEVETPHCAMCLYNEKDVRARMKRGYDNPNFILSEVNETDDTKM
# Redox H2O2 prof = compounds producing H2O2 with reducing agent – biochemical, NIH compound library profiling, artefact control for MLSCN library redox annotation, primary screen | DTT-dependent redox cycling H2O2, phenol red/HRP absorbance; 100% = 100 µM peroxide control, 0% = buffer | activation, % at 10 µM | 200,000 tested, 0.03% active;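 active = activation of at least 50% relative to the plate's high and low controls in the primary single-dose screen; inactive = activation below 50%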;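 note: compound incubated with DTT at 0.8 mM final as the reducing agent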
# PPARg SRC-3 ag = promotes SRC-3 coactivator recruitment by human PPARgamma; P37231; biochemical PPARgamma/SRC-3 coactivator recruitment assay; activation, % at 8 µM; 200,000 tested, 0.26% active; AID 731; in the data active = activation above about 23%;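 note: 0% = DMSO and 100% = reference agonist; some compounds past the cut are filed as inactive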
# Target sequence (P37231 whole entry, looked up): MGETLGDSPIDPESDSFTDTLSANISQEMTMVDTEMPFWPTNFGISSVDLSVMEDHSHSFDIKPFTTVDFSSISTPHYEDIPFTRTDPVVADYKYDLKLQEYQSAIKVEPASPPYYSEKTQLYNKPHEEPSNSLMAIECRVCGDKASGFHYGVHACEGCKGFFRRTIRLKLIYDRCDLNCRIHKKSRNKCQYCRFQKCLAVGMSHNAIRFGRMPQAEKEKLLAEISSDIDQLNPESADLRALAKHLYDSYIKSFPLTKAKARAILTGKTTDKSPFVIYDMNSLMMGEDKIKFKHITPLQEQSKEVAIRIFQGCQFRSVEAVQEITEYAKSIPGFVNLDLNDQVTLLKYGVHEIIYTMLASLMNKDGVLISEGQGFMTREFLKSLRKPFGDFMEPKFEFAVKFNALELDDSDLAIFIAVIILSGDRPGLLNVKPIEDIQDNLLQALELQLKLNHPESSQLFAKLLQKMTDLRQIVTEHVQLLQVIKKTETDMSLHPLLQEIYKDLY
# bIAP inhibitor = blocks bovine intestinal alkaline phosphatase activity. 190,000 tested, under 10 active. purified bovine IAP, CDP-star luminescence, 30 min. inhibition, % at 20 µM. AID 1019;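 active = over 50% inhibition of intestinal alkaline phosphatase at 20 µM in the single-dose screen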
#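 test system = bovine IAP enzyme | medium = DEA buffer 100 mM, pH 9.8, with MgCl2 1.0 mM, ZnCl2 0.02 mM | detection = luminescence | dosing = single compound dose of 20 µM, 2% DMSO final | incubation = 30 min reaction at room temperature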
# bIAP activator = increases bovine intestinal alkaline phosphatase activity | AID 1016 | activation factor at 20 µM | purified bovine IAP, CDP-star luminescence, 30 min; hits give high values; fold of DMSO-control signal, blank-subtracted | 200,000 tested, 0.17% active;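 active = activation factor of 2 or more at 20 µM, a signal rise over negative controls twice the positive control's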
# L major viab = reduces viability of Leishmania major promastigotes | resazurin fluorescence viability | inhibition, % at 10 µM | 200,000 tested, 9% active | AID 1063; in the data active = inhibition above about 50%;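 note: promastigotes grown with compound for 44 hours at 28 °C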
# S1P3 antagonist = blocks the human S1P3 receptor; Q99500; inhibition, % at 4.98 µM; 170,000 tested, 0.27% active; CHO S1P3 NFAT-BLA reporter, FRET fluorescence, antagonist mode;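 active = inhibition above the plate cutoff, the mean inhibition of test wells on that plate plus 3 SD, cut at about 28% in these data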;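 note: cells challenged with S1P at its EC80 of 0.8 µM; blue over green emission ratio from cleaved BLA substrate after 4 h stimulation; 0% = S1P-stimulated wells and 100% = unstimulated DMSO-only wells; some compounds past the cut are filed as inactive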
# PPARg SRC-2 ag = promotes SRC-2 coactivator recruitment by human PPARgamma | AID 1032 | activation, % at 8 µM | 200,000 tested, 0.34% active | P37231 | PPARgamma LBD-SRC-2 recruitment, biochemical; in the data active = activation above about 22%;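 note: 0% = vehicle and 100% = reference agonist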
# PPARg SRC1 recr = PPARgamma-driven SRC-1 recruitment agonism. PPARgamma-SRC-1 coactivator recruitment biochemical assay. P37231. activation, % at 8 µM. AID 631. 200,000 tested, 0.41% active; in the data active = activation above about 19%;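 note: 0% = DMSO and 100% = reference agonist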
# SRC2 TRFRET art = flags TR-FRET format artefacts in PPARgamma SRC-2 recruitment agonist screen; AID 1049; 200,000 tested, 0.4% active; TR-FRET artefact counter-screen; hits give high values; TR-FRET ratio at 8 µM; in the data active = TR-FRET ratio above about 2000; note: inactives centre near 1500
# TLR4-MyD88 BLA = blocks binding of human TLR4 to MyD88 | inhibition, % at 8.4 µM | AID 861 | HeLa CL3-4 TLR4/MyD88 BLA complementation, FRET ratio | O00206+Q99836 | 200,000 tested, 0.18% active; in the data active = inhibition above about 25%;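 note: 0% = vehicle and 100% = reference inhibitor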
# An asterisk follows results filed as active; . = not tested or not shown.
SMILES,ROMK mod,Redox H2O2 prof,PPARg SRC-3 ag,bIAP inhibitor,bIAP activator,L major viab,S1P3 antagonist,PPARg SRC-2 ag,PPARg SRC1 recr,SRC2 TRFRET art,TLR4-MyD88 BLA
Cc1nc2ccccn2c1C(=O)CSc1ccccc1Cl,.,7.7,-10,-4,1,12,.,-3,-1,1376,8
O=C(Nc1ccc(O)c(-c2nc3ccccc3o2)c1)C1(c2ccc([N+](=O)[O-])cc2)CCCC1,.,1.0,-4,-16,1.2,17,4,-2,2,1478,1
CC/C(=N\NC(=O)c1ccncc1)C12CC3CC(CC(C3)C1)C2,-0.34,0.1,-11,14,0.9,89*,.,-3,0,1713,-10
O=C(O)C1CCCCC1C(=O)NCCc1ccc(Cl)cc1 (stereo not given),.,1.8,-4,-6,1.1,-5,-12,4,-3,1500,20
C/C(=N/NC(=O)c1ccc2c(c1)OCO2)c1ccc(NC(=O)C(F)(F)F)cc1,0.45,0.0,-2,-10,1.1,-3,3,0,5,1523,3
O=C(COC(=O)CNC(=O)c1ccccc1F)NCCC1=CCCCC1,.,4.3,2,8,0.9,-6,15,6,-3,1546,10
NC(=O)C1CCN(c2nc(-c3ccccc3)nc3ccccc23)CC1,.,3.0,2,6,0.9,0,11,2,3,1630,7
CCOC(=O)c1sc(NC(=O)CN(CC(C)C)CC(C)C)c(C(=O)OCC)c1C,-0.13,0.3,-6,5,0.9,2,.,1,6,1571,-15
O=C(NCc1ccccn1)C1CCCN(Cc2cnn(-c3ccccc3)c2-n2cccc2)C1 (stereo not given),.,-0.4,4,0,1,15,-1,0,7,1630,6
O=c1c2c(nc(NCCO)n1CC1CCCCC1)-c1ccccc1CC21CCCC1,-0.46,0.2,1,-3,1,91*,.,4,-1,1387,7
Cc1ccc(C)c(N2CCN(C(=O)CCCOc3cc(=O)n(C)c4ccccc34)CC2)c1,.,-11,-1,-5,1.1,9,-7,3,8,1452,-3
COC(=O)Cc1nc2ccccc2[nH]1,-0.021,-0.3,3,5,0.9,4,-56,2,5,1506,9
COc1ccc(NC(=O)COc2ccc(C(=O)OCC(=O)N(C)C3CCS(=O)(=O)C3)cc2OC)cc1 (stereo not given),0.35,0.1,0,-31,1.3,2,-3,-1,-11,1533,1
CC(C)c1ccc(NC(=O)C2C3C=CC4(CN(CCCN5CCOCC5)C(=O)C24)O3)cc1 (stereo not given),-0.06,0.2,1,4,1,1,-58,3,3,1485,-4
COc1ccccc1Oc1ccc2c(c1)C(=O)N(c1ccc(C)cc1)C2=O,0.3,-3.5,-1,5,1,-2,.,4,-1,1683,4
CSc1ccc(S(=O)(=O)Nc2ccc3c(c2)OCCO3)cc1,.,-2.4,1,5,1,-4,-10,1,8,1543,8
Cc1ccc(NC(=O)CC2Oc3ccccc3NC2=O)c(C)c1 (stereo not given),.,-0.7,-1,12,0.9,-4,-23,3,7,1429,1
Nc1n[nH]c(N)c1N=Nc1ccc2c(c1)OCO2,1.7,-1.6,7,4,1,-1,-8,10,14,1722,3
COc1cc(Nc2c3c(nc4ccccc24)CCCC3)cc(OC)c1OC,-0.16,0.1,3,-11,1.1,66*,-4,1,1,1630,-19
COc1ccc(C2CC(c3ccccc3)Nc3nc(N)nn32)cc1 (stereo not given),0.14,-0.8,-2,9,0.9,-2,.,3,2,1802,8
Cc1ccc(-c2csc(N(C)C(=O)c3c(C)nn(-c4ccccc4)c3Cl)n2)cc1,.,-0.8,15,2,1,-7,.,-3,6,1671,-11
O=C(Nc1nccs1)c1cc(N2CCOCC2)nc2ccccc12,.,2.7,10,-4,1,9,21,5,8,1616,-5
Cc1cccc(Cn2c(C(C)(C)C)cc3cccnc32)c1,.,1.8,-13,9,0.9,18,.,-4,-6,1499,5
COc1ccc(C(C(=O)NC2CCCCC2)N(C(=O)CCl)c2cccc(Cl)c2)cc1 (stereo not given),.,1.3,3,5,0.9,100*,8,10,12,1611,-3
O=C(O)Cc1ccc(S(=O)(=O)Nc2ccccc2C(=O)O)cc1,-1.1,-0.1,2,-11,1.1,0,-6,11,4,1730,-8
Cc1ncoc1C(=O)Nc1ccc2c(c1)OCCO2,-0.087,-1.2,-7,5,0.9,-4,.,4,12,1656,2
CCOC(=O)C1CCN(C(=O)Cc2cccs2)CC1,.,2.0,2,10,0.9,-7,-12,4,0,1394,4
CC(=O)Cc1c(C(=O)O)c(C)nn1-c1ccccc1,-0.4,0.1,-4,1,1,1,-15,-2,3,1402,1
CCCc1ccc(OCc2ccc(C(=O)N/N=C/c3cccc([N+](=O)[O-])c3)o2)c(OC)c1,.,-3.6,-3,43,0.6,-1,.,2,-2,1529,-5
COc1ccc(S(=O)(=O)N(CC(=O)N2CCN(C)CC2)c2ccc(C)cc2)cc1OC,0.81,0.0,-2,-1,1,14,.,-1,3,1588,9
COc1cc(C(=O)Nc2ccc(-c3nnc(-c4ccco4)o3)cc2)cc(OC)c1OC,.,2.0,-10,8,0.9,3,.,-5,-4,1376,3
Cc1nc(NCCCn2ccnc2)c2ccccc2n1,-0.53,-0.5,3,5,1,3,-5,-4,-2,1571,6
CCOC(=O)c1nc(C)n(-c2cc(Cl)ccc2Cl)n1,.,2.4,11,-9,1.1,-4,.,-1,10,1649,-4
S=C(NCc1cccnc1)Nc1cccc2ccccc12,0.62,0.9,-4,-28,1.3,92*,-21,-6,-6,1478,2
O=S(=O)(NCc1cccnc1)c1ccccc1,-0.0025,0.1,6,8,0.9,-1,.,5,4,1415,-5
Cc1cc(C)n(CC(O)Cn2ccc3ccccc32)n1 (stereo not given),1.2,0.7,-5,1,1,-2,.,5,4,1359,2
OCC1(Cc2ccccc2)CCCN(Cc2ccc3c(c2)OCCO3)C1 (stereo not given),0.011,-2.9,1,11,0.9,22,-8,2,14,1571,2
CCCCOn1c(C)c(C(C)=O)c2c3no[n+]([O-])c3ccc21,-1.1,0.3,-3,11,0.9,21,-6,-9,-2,1440,-13
Cc1ccc(S(=O)(=O)C2(C(=O)NC3CCCC3)CC2)cc1,.,2.4,3,2,1,-5,7,12,0,1545,-3
CCOc1ccc(-n2c(Cc3cc(=O)[nH]c(=O)[nH]3)nnc2SC(C)C(=O)OC)cc1 (stereo not given),.,-3.6,12,1,1,-7,-5,3,4,1627,-4
CC(=O)Nc1nnc(-c2ccc3c(c2)CCCC3)o1,.,0.6,5,-10,1.1,0,-37,2,10,1599,-1
CC(=O)NC(Cc1ccccc1)C(=O)N1CCN(C(=S)NCC(C)C)CC1 (stereo not given),-0.22,-0.8,-4,0,1,-5,-7,7,5,1635,1
O=C(NCc1cccnc1)Nc1cccc(F)c1,0.23,-0.3,1,-5,1,0,2,5,-4,1722,-9
O=c1c2cnn(-c3ccc(F)cc3)c2ncn1Cc1ccc(F)cc1,1.2,-0.4,11,2,1,-1,.,2,2,1540,10
COCCNC(=O)c1ccc(CS(=O)(=O)c2ccccc2)o1,1.2,2.1,9,8,0.9,-5,-20,3,-1,1643,1
Cc1nc([N+](=O)[O-])c(Br)n1CC(=O)c1ccc2ccccc2c1,-2,0.0,4,5,0.9,100*,.,13,0,1594,4
COc1ccc(C(N)CCc2ccco2)cc1 (stereo not given),-0.48,0.6,7,3,1,15,26,-4,1,1705,8
COc1nsnc1NS(=O)(=O)c1ccc(NC(=S)NC(=O)c2cccnc2)cc1,1,-0.7,-2,-2,1,-4,2,-4,-5,1699,-8

# Arranged by SMILES length (rising): some entries from above
SMILES,ROMK mod,Redox H2O2 prof,PPARg SRC-3 ag,bIAP inhibitor,bIAP activator,L major viab,S1P3 antagonist,PPARg SRC-2 ag,PPARg SRC1 recr,SRC2 TRFRET art,TLR4-MyD88 BLA
COc1ccc(C(N)CCc2ccco2)cc1 (stereo not given),-0.48,0.6,7,3,1,15,26,-4,1,1705,8
O=S(=O)(NCc1cccnc1)c1ccccc1,-0.0025,0.1,6,8,0.9,-1,.,5,4,1415,-5
Cc1cc(C)n(CC(O)Cn2ccc3ccccc32)n1 (stereo not given),1.2,0.7,-5,1,1,-2,.,5,4,1359,2
CC(=O)Nc1nnc(-c2ccc3c(c2)CCCC3)o1,.,0.6,5,-10,1.1,0,-37,2,10,1599,-1
COCCNC(=O)c1ccc(CS(=O)(=O)c2ccccc2)o1,1.2,2.1,9,8,0.9,-5,-20,3,-1,1643,1
Cc1ccc(S(=O)(=O)C2(C(=O)NC3CCCC3)CC2)cc1,.,2.4,3,2,1,-5,7,12,0,1545,-3
O=c1c2cnn(-c3ccc(F)cc3)c2ncn1Cc1ccc(F)cc1,1.2,-0.4,11,2,1,-1,.,2,2,1540,10
CCCCOn1c(C)c(C(C)=O)c2c3no[n+]([O-])c3ccc21,-1.1,0.3,-3,11,0.9,21,-6,-9,-2,1440,-13
Cc1nc([N+](=O)[O-])c(Br)n1CC(=O)c1ccc2ccccc2c1,-2,0.0,4,5,0.9,100*,.,13,0,1594,4
COc1nsnc1NS(=O)(=O)c1ccc(NC(=S)NC(=O)c2cccnc2)cc1,1,-0.7,-2,-2,1,-4,2,-4,-5,1699,-8
CCOc1ccc(-n2c(Cc3cc(=O)[nH]c(=O)[nH]3)nnc2SC(C)C(=O)OC)cc1 (stereo not given),.,-3.6,12,1,1,-7,-5,3,4,1627,-4

# The list continues.
SMILES,ROMK mod,Redox H2O2 prof,PPARg SRC-3 ag,bIAP inhibitor,bIAP activator,L major viab,S1P3 antagonist,PPARg SRC-2 ag,PPARg SRC1 recr,SRC2 TRFRET art,TLR4-MyD88 BLA
O=C(CCn1c(=O)oc2ccccc21)n1c(=O)oc2ccccc21,0.55,2.6,-5,3,1,-5,-16,-1,-6,1342,-2
Cc1c(C(=O)OCC(C)(C)CN(C)C)oc2ccccc12,-0.79,0.3,1,5,0.9,-4,-2,4,1,1592,-6
O=C(CN1CCN(c2ccc(F)cc2)CC1)NCC1CCCO1 (stereo not given),.,-0.2,-2,-4,1,0,-30,5,4,1811,8
CCOC(=O)C(=O)Nc1nnc(CCc2ccccc2)s1,-0.22,1.7,-14,-4,1,-7,.,1,-6,1505,2
CCC(=O)Nc1nc2ccccc2n1Cc1ccccc1,.,-2.1,-4,6,0.9,40,-22,-4,-6,1469,-21
CCCCNC(=O)c1cc2n(n1)C(C(F)(F)F)CC(c1ccccc1)N2 (stereo not given),-0.19,-1.0,3,12,0.9,8,.,0,0,1422,4
CC(C)(C)OC(=O)NNC(=O)C12CC3CC(CC(C3)C1)C2,0.33,-0.1,2,2,1,-7,-12,11,7,1842,-18
CCOC(=O)C1=C(c2ccccc2)NC(=S)NC1C (stereo not given),.,-4.6,2,16,0.8,-6,.,1,6,1366,9
COC(=O)c1ccccc1NC(=O)Nc1ccc(Br)cn1,-0.36,-0.5,-3,-3,1,-6,-12,1,1,1418,-5
N#C/C(=C/c1ccc(N2CCCCC2)o1)c1cccc(F)c1,-0.015,0.5,8,.,0.5,17,.,13,7,1617,10

# Screening data: PubChem, several laboratories
